# Assay outcomes as filed in PubChem BioAssay.
# KCNQ2 block – KCNQ2 potassium channel inhibitors, primary screen, cell-based, CHO-K1, FluxOR thallium flux, B-score (AID 2156); hit rate 1.1% among 310,000; O88943; B-score at 10 µM; 20 min; active compounds read low;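 active means fluorescence ratio B-score at most minus 3 library SDs, with starting brightness B-score within 2 library SDs, cut at about -5.5 in these data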
# STK33 kinase inh – inhibitors of human STK33 kinase. inhibition, % at 10 µM. Q9BYT3. hit rate 0.073% among 320,000. purified STK33, MBP phosphorylation, ADP-Glo luminescence;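 active means inhibition at or above 25%, using the most active replicate where run in duplicate; inactive means inhibition below 25%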
# Target sequence (Q9BYT3 whole entry, looked up): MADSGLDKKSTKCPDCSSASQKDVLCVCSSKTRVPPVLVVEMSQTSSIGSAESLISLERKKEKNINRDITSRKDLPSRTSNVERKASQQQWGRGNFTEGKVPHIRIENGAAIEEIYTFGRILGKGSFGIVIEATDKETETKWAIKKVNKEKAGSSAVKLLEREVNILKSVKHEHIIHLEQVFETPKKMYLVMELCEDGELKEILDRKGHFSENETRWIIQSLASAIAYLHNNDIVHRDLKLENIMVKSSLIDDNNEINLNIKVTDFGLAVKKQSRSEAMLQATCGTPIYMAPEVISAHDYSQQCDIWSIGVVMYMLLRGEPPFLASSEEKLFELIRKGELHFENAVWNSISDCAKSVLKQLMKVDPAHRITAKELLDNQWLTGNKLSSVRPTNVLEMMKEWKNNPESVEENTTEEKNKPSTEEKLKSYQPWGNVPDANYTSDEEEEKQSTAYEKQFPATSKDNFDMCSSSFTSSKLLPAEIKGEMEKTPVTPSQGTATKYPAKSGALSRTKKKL
# OX1R antag – OX1R (human) antagonism. O43613. inhibition, % at 6.6 µM. OX1R-expressing cells, FRET antagonist read-out. AID 485270. hit rate 1.8% among 330,000; in the data active means inhibition mostly above about 38%, no sharp cut-off; inactive means mostly below about 40%;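 further: 0% = agonist challenge alone and 100% = reference antagonist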
# Target sequence (O43613 whole entry, looked up): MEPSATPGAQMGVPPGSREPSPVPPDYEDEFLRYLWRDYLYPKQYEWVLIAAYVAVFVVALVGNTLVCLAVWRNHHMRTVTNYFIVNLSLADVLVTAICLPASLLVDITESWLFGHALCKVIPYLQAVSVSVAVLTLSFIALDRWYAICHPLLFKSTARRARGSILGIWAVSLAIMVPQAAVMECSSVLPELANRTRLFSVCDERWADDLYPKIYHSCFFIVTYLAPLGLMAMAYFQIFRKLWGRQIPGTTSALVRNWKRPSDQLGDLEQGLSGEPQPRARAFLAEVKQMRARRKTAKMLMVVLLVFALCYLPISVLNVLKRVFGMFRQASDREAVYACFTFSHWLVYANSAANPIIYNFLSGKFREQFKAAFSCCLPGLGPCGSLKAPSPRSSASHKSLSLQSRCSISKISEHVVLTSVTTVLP
# Active calls of the source: *; i = inactive; x = no result given.
mol,KCNQ2 block,STK33 kinase inh,OX1R antag
CCC(=O)N1c2ccc(S(=O)(=O)NCCc3ccc(OC)c(OC)c3)cc2CC1C (stereo not given),i,3.2,10
COc1ccc(NC(=O)CCS(=O)(=O)c2ccc3c(c2)CCN3C(C)=O)cc1,i,-1.3,12
NC(=O)c1cc(Br)cc(C2CCCCC2)c1O,i,1.2,12
O=C(CCc1nc2ccccc2s1)OCc1ccccc1,i,-1.3,-8
COCCN(CC(=O)NCc1ccc(OC)cc1)C(=O)CCC(=O)Nc1nccs1,i,-0.8,16
Cc1cccc(NC(=O)Cn2c(=O)n(CCC(=O)NC3CCCC3)c(=O)c3ccccc32)c1,i,-0.6,2
CC(=O)NS(=O)(=O)c1ccc(NC(=O)c2cc(-c3cccs3)nc3ccccc23)cc1,i,-1.1,4
COc1ccc(/C(O)=C2/C(=O)C(=O)N(CCN(C)C)C2c2ccccn2)cc1OC (stereo not given),i,-0.4,52
CCOC(=O)c1c(NC(=O)c2nn(CC)cc2Br)sc2c1CCCCC2,i,-1.8,12
CCOc1ccc(CNC(=O)CCCc2cn(C)c3ccccc23)cc1,i,-0.7,x
CCOC(=O)N1CCN(C(=O)c2cc(COc3ccc(Cl)cc3OC)on2)CC1,i,-2.5,6
CC(C)(C)c1ccccc1OCCN1CCCC1,i,-1.7,8
COC(=O)CC1=C(C(=O)OC)[C@@H](c2ccccc2[N+](=O)[O-])C(C#N)=C(N)O1,i,-2.5,9
CC(=O)Nc1cccc(S(C)(=O)=O)c1,i,-2.9,15
O=C(CSc1nc2ccc(S(=O)(=O)N3CCOCC3)cc2[nH]1)N1CCOCC1,i,0.5,0
COc1ccccc1N(CC(O)COc1ccccc1)S(=O)(=O)c1ccccc1 (stereo not given),i,0.4,54
COC(=O)C[C@H]1c2cc(C(F)(F)F)ccc2S(=O)(=O)N1Cc1ccccc1OC,i,0.7,13
CC(=O)Nc1ccc(NC(=O)COc2cc(O)c3c(c2)OC(C)(C)CC3=O)cc1,i,-0.4,16
Cc1cccc(NC(=O)CN(CC2CCCO2)C(=O)c2oc3ccc(F)cc3c2C)c1C (stereo not given),x,-0.4,10
CCOC(=O)C1(Cc2cccc(F)c2)CCN(Cc2cn(CC)nc2C)CC1,i,-0.8,14
Cc1cccc(NC(=O)C23CCC(C)(C(=O)O2)C3(C)C)c1 (stereo not given),i,-0.7,0
CCOc1ccc(CNC(=O)C(CC)n2nc(C)n3c(cc4occc43)c2=O)cc1OC (stereo not given),i,1.7,17
COc1cccc(CNC(=O)Cc2ccc(-n3c(=O)[nH]c4ccccc4c3=O)cc2)c1,i,-1.8,17
C[C@H]1COC(=O)[C@@H](Cc2ccc(F)cc2)CC/C=C/C[C@H](CC(=O)N(CCO)Cc2ccccc2)C(=O)N1,x,-1.2,13
O=C(Nc1cccc(NC(=O)c2ccccc2)n1)c1ccccc1,i,5.2,11
O=C1N/C(=C\c2ccsc2)C(=O)N1Cc1ccc(F)cc1,i,-2.5,15
CC1(C)CC(=O)C2=C(C1)Nc1ccccc1NC2c1nc2ccccc2[nH]1 (stereo not given),i,-0.2,6
O=C(COC(=O)CNC(=O)c1ccc(Br)o1)Nc1ccc2c(c1)OCCO2,i,-0.4,10
COc1ccc(NC(=O)CN(C)C(=O)c2c(C)nn(Cc3ccccc3)c2C)cc1,i,0.0,10
CCc1cc2c(SCC(=O)NC(=O)c3cccn3C)ncnc2s1,i,1.1,8
Cc1nc([N+](=O)[O-])c(Br)n1CC(=O)c1ccccc1,i,-1.1,46
Cc1ccc(-n2nc(C)cc2N)c(C)c1,i,-3.6,12
O=C(N=Nc1c(O)n(C2OC(=O)c3ccccc32)c2ccccc12)c1ccc(O)cc1 (stereo not given),i,0.6,13
Cc1cc(C(=O)NC(C)C)on1,i,-0.3,-4
CCN(C(=O)CCNC(=O)Cn1cnc2ccccc2c1=O)c1cccc(Cl)c1,i,-0.7,18
CCC(=O)N(CC)c1nc(-c2cc(OC)ccc2OC)cs1,i,-0.1,15

# An excerpt from above in order of their number in OX1R antag, low to high.
mol	KCNQ2 block	STK33 kinase inh	OX1R antag
CCc1cc2c(SCC(=O)NC(=O)c3cccn3C)ncnc2s1	i	1.1	8
O=C(Nc1cccc(NC(=O)c2ccccc2)n1)c1ccccc1	i	5.2	11
O=C(N=Nc1c(O)n(C2OC(=O)c3ccccc32)c2ccccc12)c1ccc(O)cc1 (stereo not given)	i	0.6	13

# (listing goes on)
mol,KCNQ2 block,STK33 kinase inh,OX1R antag
Cc1sc(N/N=C/c2cccs2)nc1-c1ccccc1,i,-0.8,8
Cc1ccc(-c2cc(=O)c3ccc(F)cc3[nH]2)cc1,i,-2.0,20
Cc1nc2c(n1O)CCC/C2=N\O,i,0.0,9
CCOC(=O)CCCNC(=O)COC(=O)c1cccc(C)c1O,i,0.4,18
O=C1C2C3c4ccccc4C(c4ccccc43)C2C(=O)N1Cc1ccccn1 (stereo not given),i,0.2,18
COc1cccc(C(=O)NCCS(=O)(=O)N(C)Cc2ccccc2)c1,i,-0.5,17
CC(C)(C)NC(=S)NCc1ccncc1,i,0.9,14
CC(=O)Nc1cccc(C(=O)OCc2ccccc2)c1,i,-2.1,18
O=C(Cn1cc(C(F)(F)F)cc(Cl)c1=O)Nc1cc(Cl)cc(Cl)c1,i,-0.3,8
Cc1cnc(C)c(N2CCC(C(=O)NCc3ccco3)CC2)n1,i,-0.1,26
COc1ccc(Oc2c(Cl)cnn(-c3ccc(C)cc3)c2=O)cc1,i,-0.2,11
COc1ccccc1NC(=S)NC(NC(=O)C(C)C)C(Cl)(Cl)Cl (stereo not given),i,-0.4,8
N#C/C(=C\c1ccccc1)C(=O)Nc1nncs1,i,-1.6,4
O=C(c1ccc(CS(=O)(=O)c2ccc(Br)cc2)o1)N1CCN(c2ccc(F)cc2)CC1,i,0.3,4
Cc1ccc(S(=O)(=O)N2CN(Cc3ccco3)c3nc4ccccc4nc32)cc1C,i,2.5,40
COc1ccccc1OCCn1c(=S)[nH]c2ccccc21,i,-3.6,x
COC(=O)c1cccc(NC(=S)NCc2ccc(F)cc2)c1,i,-0.5,5
CCN1C(=O)[C@H]2[C@@H](c3ccc(C)cc3)N3C(=O)N(c4ccccc4)C(=O)[C@@]3(C)[C@H]2C1=O,i,-1.0,15
Nc1nc(SCC(=O)Nc2cccc(F)c2)n[nH]1,x,-0.8,1
COc1ccccc1CNC(=O)CC(C)c1ccccc1 (stereo not given),i,-0.9,-8
Cc1ccc(CNC(=O)CCSCCC(=O)NCc2ccc(C)cc2)cc1,i,-1.7,10
Cc1ccc(C2=NN(C(=O)c3ccccc3F)C(c3ccccc3F)C2)cc1 (stereo not given),i,-3.7,1
Cc1ccc(-c2nn3c(C)nnc3c3ccccc23)cc1S(=O)(=O)NC(C)c1ccccc1 (stereo not given),i,-2.1,13
C=CCn1c(SCC(=O)N2CCOCC2)nc2scc(-c3ccco3)c2c1=O,i,-0.1,6
CCC(C)NC(=O)CN(C1CCCCC1)S(=O)(=O)c1ccc(F)cc1 (stereo not given),i,-2.1,15
COCCn1c(=O)[nH]c2cc(C(=O)N3CCN(c4ccccc4OC)CC3)ccc2c1=O,i,-1.1,15
Cc1ccc(CNC(=O)Nc2ccc(C)cc2)cc1,i,0.1,7
Cc1cc(NC(=O)C(C)SCC(=O)Nc2ccc(SC(F)F)cc2)no1 (stereo not given),i,-2.6,24
Cc1n[nH]c(=O)n1-c1ccc(OC(F)(F)F)cc1,i,-0.4,13
O=C(Cc1cccs1)N=Nc1c(O)[nH]c2ccccc12,i,-1.1,17
CCN(CC)S(=O)(=O)c1cccc(C(=O)N/N=C(\C)c2cccs2)c1,i,0.2,15
CCn1ccnc1CN(C)Cc1nc(Cc2cccc(C(F)(F)F)c2)no1,i,0.6,13
CCCOc1ccc(C(=O)CCNC(Cc2c[nH]c3ccccc23)C(=O)O)cc1 (stereo not given),-6*,-0.3,-8
CN(C)c1ccc(NC(=O)CC2NCCNC2=O)cc1 (stereo not given),i,0.3,6
O=c1[nH]cccc1-c1nc2ccccc2n1Cc1ccccc1F,i,-2.4,2
Cc1cc(N/N=C/c2ccc(O)c(C)c2O)nc(-c2ccccc2O)n1,i,0.2,63*
O=[N+]([O-])c1ccc(-c2ccc(/C=N/Nc3nc(N4CCCC4)nc(N4CCCC4)n3)o2)cc1,i,-0.4,6
CCCc1cc(C(=O)OCC(=O)N2CCN(c3ccc(OC)cc3)CC2)sc1C,x,-1.0,-1
COc1ccc(Cl)cc1Nc1nc(-c2sc(NC(=O)C(C)(C)C)nc2C)cs1,i,0.4,12
Cc1ccc(C(c2nnnn2C2CCCC2)N2CCN3CCCC3C2)cc1 (stereo not given),i,0.2,12
Cc1ccc(N2C(=O)CC(Sc3nc(C)cc(C)n3)C2=O)cc1 (stereo not given),i,-2.3,8
CCC(c1nnnn1Cc1ccc(F)cc1)N(CCCO)Cc1cc2cc3c(cc2[nH]c1=O)OCO3 (stereo not given),i,1.1,14
Cc1nnc(SCc2cc(=O)[nH]c(N3CCN(Cc4ccccc4)CC3)n2)s1,i,-2.5,15
COc1ccc(S(=O)(=O)Nc2ccc(N3CCOCC3)nc2)cc1,i,0.1,14
Cc1ccc(C)c(S(=O)(=O)N2CCN(C(=O)c3ccnn3C)CC2)c1,i,-0.4,15
Cc1ccc(-c2csc(NC(=O)CCNC(=O)c3ccco3)n2)cc1,i,-1.2,20
COc1ccc(-c2csc(NNC3=NCCCCC3)n2)cc1,i,-0.3,10
c1ccc2c(c1)CCCN2Cc1nnnn1CC1CCCO1 (stereo not given),i,-1.6,10
CC(=O)N(C(C)=O)c1ccc2nc(C)[nH]c(=O)c2c1,i,-0.2,2
COc1ccccc1/C=C/C=N/n1c(C)nnc1C,i,-3.4,-3
CC(C)CCCN1C(N(C)C)=NC[C@@H]1C,x,-0.8,34
CCNc1c(NS(=O)(=O)c2ccc(Cl)s2)c(=O)oc2ccccc12,i,-0.7,8
Cc1[nH]n(-c2cccc(Cl)c2)c(=O)c1C=NC12CN3CN(CN(C3)C1)C2,i,-0.9,8
Clc1ccccc1CSc1nnc(/C=C/c2ccccc2)o1,i,-0.7,19
Cc1cccc(OCC(=O)N2CCc3ccccc3C2)c1,i,0.0,4
COc1cc(/C=C/C(=O)NCc2ccccn2)cc(OC)c1OC,i,-0.2,22
CC(=O)c1ccc(C(=O)Nc2sc3c(c2C(N)=O)CCN(Cc2ccccc2)C3)cc1,i,-1.1,5
COc1cccc(NS(=O)(=O)c2cc(C)sc2C)c1,i,-1.5,10
Oc1ccc2ccccc2c1/C=N/Nc1ccccc1,i,-0.8,-1
NC1=CC(=O)c2cccc3cccc1c23,i,1.9,31

# Following part:
mol,KCNQ2 block,STK33 kinase inh,OX1R antag
O=C(Cc1cccs1)Nc1ccccc1,i,-1.6,x
COCCCNCCOCCOc1ccc(C)cc1Br,i,x,15
Oc1ccc(-c2nc(-c3ccc(O)c(O)c3)cs2)cc1,-5.6*,19,7
COc1ccc(CNc2ccc3c(c2)nc(C)n3C)cc1OC,i,-1.0,-6
O=[N+]([O-])c1ccc(N(CC2CO2)S(=O)(=O)c2ccccc2)cc1 (stereo not given),i,-1.2,10
O=C(NNS(=O)(=O)c1ccccc1[N+](=O)[O-])c1ccccc1[N+](=O)[O-],i,-2.6,11
O=S(=O)(NCc1cccnc1)c1ccc2c(c1)OCCO2,i,-1.9,3
CN1CCN(NC(=O)Nc2ccc([N+](=O)[O-])cc2)CC1,i,-0.4,17
CC(C)c1ccc[n+](-c2nc([O-])sc2C=O)c1,i,0.3,26
Cc1ccc(OCC(=O)N(Cc2cccs2)C2CCS(=O)(=O)C2)cc1 (stereo not given),i,-0.4,7
CCS(=O)(=O)N1CCN(C(=O)CC(C)C)CC1,i,0.2,18
Cc1ccc2nc(-c3ccc(F)cc3)nc(SCC(=O)NCC3CCCO3)c2c1 (stereo not given),i,-1.4,15
CN1CCN(CCCNC(=O)c2nnc(Cc3c(F)cccc3Cl)o2)CC1,i,0.3,10
O=C(NCc1ccco1)C1(S(=O)(=O)c2ccccc2)CC=CC1,i,-0.8,8
CCOC(=O)C1=C(C)NC2=C(C(=O)c3ccccc32)C1c1ccc(O)cc1 (stereo not given),i,-0.8,27
O=C(OC1CCN(c2ncc(C(F)(F)F)cc2Cl)CC1)c1ccc(Cl)cc1,i,-5.6,6
CN(C)N=Nc1ccc(S(=O)(=O)NC(Cc2ccccc2)C(=O)O)cc1 (stereo not given),i,-1.1,1
COC(=O)C(Cc1c[nH]c2ccccc12)NC(=O)c1cc(-c2ccc(OC)c(OC)c2)oc1C (stereo not given),i,0.8,30

# In a second layout: entries from further up
O=C(OC1CCN(c2ncc(C(F)(F)F)cc2Cl)CC1)c1ccc(Cl)cc1
  KCNQ2 block = i
  STK33 kinase inh = -5.6
  OX1R antag = 6
CN(C)N=Nc1ccc(S(=O)(=O)NC(Cc2ccccc2)C(=O)O)cc1 (stereo not given)
  KCNQ2 block = i
  STK33 kinase inh = -1.1
  OX1R antag = 1
O=C(NCc1ccco1)C1(S(=O)(=O)c2ccccc2)CC=CC1
  KCNQ2 block = i
  STK33 kinase inh = -0.8
  OX1R antag = 8
CN1CCN(CCCNC(=O)c2nnc(Cc3c(F)cccc3Cl)o2)CC1
  KCNQ2 block = i
  STK33 kinase inh = 0.3
  OX1R antag = 10
